# RAD54 inh: inhibitors of human RAD54 branch migration. Q92698. AID 602329. hit rate 0.14% among 360,000. inhibition, % at 10.4 µM. RAD54 Holliday junction branch migration, FAM/BHQ fluorescence;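 active = mean normalized replicate activity at least 40 and at least half of replicates scoring 40 or more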;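 note: 0% = median of neutral control wells and 100% = median of positive control wells; inhibitors cause a drop in the FAM fluorescence signal; in these data hits start at about 50%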
# PglD DTNB: PglD (C. jejuni) enzyme inhibition; AID 602405; inhibition, % at 12.5 µM; purified PglD enzyme, DTNB colorimetric CoA detection; hit rate 0.098% among 360,000; in the data active = inhibition above about 16%, passing the limit was not always enough; note: strong numbers were not always called active
# RAD52 inh: RAD52 (human) annealing inhibition | AID 651710 | hit rate 0.46% among 360,000 | recombinant RAD52 DNA annealing, FRET fluorescence | inhibition, % at 18.7 µM;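 active = every replicate showing at least 50% inhibition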
# Target sequence (P43351 whole entry, looked up): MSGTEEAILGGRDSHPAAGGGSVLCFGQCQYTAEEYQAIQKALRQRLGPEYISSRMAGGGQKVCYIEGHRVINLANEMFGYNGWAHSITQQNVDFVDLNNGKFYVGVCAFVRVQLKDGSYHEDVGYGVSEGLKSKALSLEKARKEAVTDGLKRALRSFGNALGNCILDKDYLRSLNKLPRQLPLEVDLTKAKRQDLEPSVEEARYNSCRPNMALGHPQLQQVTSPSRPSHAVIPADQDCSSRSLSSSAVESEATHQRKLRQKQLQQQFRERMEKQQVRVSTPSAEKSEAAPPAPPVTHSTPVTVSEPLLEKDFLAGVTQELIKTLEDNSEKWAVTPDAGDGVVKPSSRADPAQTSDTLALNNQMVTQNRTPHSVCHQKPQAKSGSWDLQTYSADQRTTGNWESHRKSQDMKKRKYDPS
# Cneo AK release: Cryptococcus neoformans lysis via adenylate kinase release. C. neoformans lysis, adenylate kinase release luminescence, 4 h; normalised: neutral wells 0, clomiphene wells 100. lysis activity, % at 15 µM. hit rate 0.2% among 360,000;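 active = mean lysis activity across replicates of at least 80%, whatever share of replicates individually reach that level; inactive = mean lysis activity below 80%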
#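 Test system: log-phase Cryptococcus neoformans yeast cells. Input: 5 × 10^6 yeast cells/mL. Medium: fresh YPD growth medium. Doses: single dose. Incubation: static 4 h at 37 °C with compound, 1 h detection. Measured by: luminescent adenylate kinase detection reagent. Read-out: signal increase indicating cell lysis. Benchmarks: Clomiphene.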
# ERAP1 HTS inh: inhibitors of human ERAP1 aminopeptidase; Q9NZ08; recombinant ERAP1, Leu-AMC fluorescence, 60 min; inhibition, % at 10.7 µM; hit rate 0.15% among 340,000;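 active = mean replicate inhibition of at least 30%, or all replicates individually reaching that 30% level; inactive = mean below 30% and not every replicate reaching it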;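 note: 0% = neutral control wells and 100% = L-leucinethiol positive control wells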
# E-sel inducer: induces E-selectin expression in human endothelial cells; activation, % at 7.58 µM; P16581; HUVEC E-selectin immunofluorescence imaging; normalized: neutral wells 0, TNF-alpha wells 100; hit rate 0.37% among 260,000;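 active = mean E-selectin-positive cell signal at least 10% of the positive control, reached in at least 60% of replicates, without over 20% cell loss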;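 note: in these data hits start at about 27%; measured in HUVEC primary endothelial cells; signal is the percent of cells scored E-selectin positive by PE staining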
# Target sequence (P16581 whole entry, looked up): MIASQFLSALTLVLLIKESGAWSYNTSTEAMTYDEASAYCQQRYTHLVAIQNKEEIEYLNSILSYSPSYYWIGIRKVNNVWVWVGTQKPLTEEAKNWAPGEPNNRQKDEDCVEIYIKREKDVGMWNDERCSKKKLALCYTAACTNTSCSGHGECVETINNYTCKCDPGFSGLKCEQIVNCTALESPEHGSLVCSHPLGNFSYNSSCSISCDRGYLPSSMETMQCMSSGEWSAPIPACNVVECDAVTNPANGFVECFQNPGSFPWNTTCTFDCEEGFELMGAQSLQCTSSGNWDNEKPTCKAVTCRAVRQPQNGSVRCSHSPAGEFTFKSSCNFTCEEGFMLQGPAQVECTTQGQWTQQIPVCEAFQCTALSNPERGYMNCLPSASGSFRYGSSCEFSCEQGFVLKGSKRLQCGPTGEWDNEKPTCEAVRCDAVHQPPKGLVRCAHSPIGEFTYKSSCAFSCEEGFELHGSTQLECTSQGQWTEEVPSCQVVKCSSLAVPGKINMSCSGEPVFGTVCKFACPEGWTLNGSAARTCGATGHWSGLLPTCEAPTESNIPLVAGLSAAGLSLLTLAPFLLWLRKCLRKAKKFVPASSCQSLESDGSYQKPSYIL
#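 Test system – human umbilical vein endothelial cells (HUVEC), E-selectin induction · Input – 3,000 HUVEC seeded per well · Buffer or medium – EGM-2, gelatin · Compound dosing – single-point compound dose · Detection – immunofluorescence imaging · Measure – percent E-selectin-positive cells · Controls – TNF-alpha high, DMSO low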
# miR-122 sensor: inhibitors of miR-122 in Huh7 cells. hit rate 0.3% among 340,000. Huh7 miR-122 Renilla luciferase sensor, 48 h; neutral wells = 0, positive control = 100. activation (reporter increase), % at 12.5 µM;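 active = mean replicate activation score at least 90 and every replicate individually at or above 90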;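 note: higher luciferase means less miR-122 activity so hits act as miR-122 inhibitors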
# PGC1a acetyl inh: modulators of PGC1a acetylation; AID 651687; U2OS PGC1a acetylation, AlphaScreen anti-acetyl-lysine; with virally co-expressed GCN5 acetyltransferase; hit rate 0.17% among 350,000; inhibition, % at 15.6 µM;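 active = every replicate shows inhibition of at least 40%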;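 note: 0% = neutral control wells and 100% = positive control wells; some results beyond the cut were filed as inactive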
# An asterisk follows results filed as active; / = no result given; & = joins results of further samples; [ ] = remark or other dose.
# A first look, two compounds:
SMILES,RAD54 inh,PglD DTNB,RAD52 inh,Cneo AK release,ERAP1 HTS inh,E-sel inducer,miR-122 sensor,PGC1a acetyl inh
C[C@@H]1CN([C@@H](C)CO)C(=O)Cc2cc(NS(=O)(=O)c3ccc(F)cc3)ccc2O[C@H]1CN(C)S(=O)(=O)c1cccs1,4,4,-23,38,2,0.2,0[16.7 µM],-8
Cc1cc(C)cc(OCC(=O)NNC(=O)c2cc(C)[nH]n2)c1,-9,-5,/,-23,/,/,3,-6

# All compounds of this part, previewed entries included:
SMILES,RAD54 inh,PglD DTNB,RAD52 inh,Cneo AK release,ERAP1 HTS inh,E-sel inducer,miR-122 sensor,PGC1a acetyl inh
C[C@@H]1CN([C@@H](C)CO)C(=O)Cc2cc(NS(=O)(=O)c3ccc(F)cc3)ccc2O[C@H]1CN(C)S(=O)(=O)c1cccs1,4,4,-23,38,2,0.2,0[16.7 µM],-8
Cc1cc(C)cc(OCC(=O)NNC(=O)c2cc(C)[nH]n2)c1,-9,-5,/,-23,/,/,3,-6
C[C@@H]1CN([C@H](C)CO)C(=O)c2cc(NS(=O)(=O)c3cccs3)ccc2O[C@@H](C)CCCCO[C@@H]1CN(C)S(=O)(=O)c1ccccc1,4,-1,-50,42,-1,/,2[16.7 µM],-2
CCOC(=O)CSc1nc2cc(C(=O)NCc3ccco3)ccc2c(=O)n1C1CCCCC1,/,/,-7,/,2,/,1,-3
CS(=O)(=O)c1ccc(Cl)c(NC(=O)c2cccc(-n3cnnn3)c2)c1,-1,0,8,0,8,/,/,/
CC(C)NC(=O)N(C)C[C@H]1Oc2ccc(NC(=O)C3CC3)cc2C(=O)N([C@@H](C)CO)C[C@H]1C,-1,5,12,4,0,3.0,-2[16.7 µM],2
CC(C)(CNC(=O)c1cc(-c2ccc(Cl)s2)nc2ccccc12)N1CCOCC1,5,-4,0,2,0,1.3,-6,/
COc1ccc(N(C)C(=O)c2cn(CC(C)C)c(=O)c3cc(OC)c(OC)cc23)cc1,-10,0,-9,-1,-1,0.0,-6,-2
COc1ccc(NC(=O)N(C)C[C@H]2OCCCC[C@@H](C)Oc3ccc(NC(=O)Cc4ccccc4)cc3C(=O)N([C@@H](C)CO)C[C@@H]2C)cc1,0,1,30,-2,4,-0.1,13[16.7 µM],4
COc1ccc(Nc2ncnc3ccc([N+](=O)[O-])cc23)c(OC)c1,/,/,-5,/,3,2.3,/,10
C[C@H]1CN([C@@H](C)CO)C(=O)c2cc(Br)cnc2O[C@@H]1CN(C)C(=O)Nc1ccc(C(F)(F)F)cc1,-2&-2,2&-2,-13&-17,3&2,1&4,-0.1&0.1,5,-5&11
CCN1CCCC1CNC(=O)c1ccc2c(c1)N(Cc1cccc(Cl)c1)C(=O)c1ccccc1S2(=O)=O (stereo not drawn),-6,2,13,-5,-2,/,3,12
O=C(O)c1ccc2c(=O)n3c(nc2c1)/C(=C/c1ccc(F)cc1)CC3,-1,5,7,0,5,-0.1,-10,12
CCC1(CC)NC(=O)N(CC(=O)OC(C)C(=O)Nc2cc([N+](=O)[O-])ccc2OC)C1=O (stereo not drawn),-6,-8,8,0,0,-0.1,/,/
COC(=O)C[C@@H]1CC[C@H](NC(=O)c2ccccc2)[C@@H](CO)O1,0,-1,9&-18,11,0&0,0.4&-0.2,/,1
COc1cc(OC)c(-c2sc(Nc3ccccc3)n[n+]2-c2ccc(F)cc2)cc1OC,6,2,13,0,5,/,4,3
C[C@@H]1CN([C@H](C)CO)C(=O)c2cccc(NC(=O)Nc3ccc(C(F)(F)F)cc3)c2O[C@@H]1CN(C)C(=O)Nc1cccc2ccccc12,11,1,17,2,-1,-0.1,2[16.7 µM],5
CCCNC(=O)Nc1ccc2c(c1)OC[C@@H](C)N(Cc1ccc(-c3ccccn3)cc1)C[C@@H](C)[C@H](OC)CN(C)C2=O,-1,-2,18,-3,1,-0.1,/,-8
COC(=O)c1cc(OC)c(OC)cc1NC(=O)c1c(-c2ccccc2Cl)noc1C,1,3,/,11,/,/,21,/
Cc1ccc(S(=O)(=O)Nc2cccc3c2O[C@@H](CN(C)S(=O)(=O)c2ccc(C)cc2)[C@@H](C)CN([C@@H](C)CO)C3=O)cc1,3,2,-9,58,-2,-0.3,26[16.7 µM],15
O=C(NCCNC(=O)c1cc(Cl)ccc1Cl)c1ccco1,0,-2,7,1,-1,0.0,-2,1
CC1=NOC(=O)/C1=C/c1ccc(-c2ccc(Cl)cc2)o1,-11,-5,/,-1,/,/,14,0
CCCCCCCCn1cc(C(C)=O)c(=O)[nH]c1=O,-5,4,/,-3,/,/,-3,3
C#CCN(C[C@H]1[C@H](OC(=O)NCc2ccc(OC)c(OC)c2)[C@H](OC(=O)NCc2ccc(OC)c(OC)c2)C[C@H]2C(=O)N(c3ccccc3)C(=O)[C@@H]12)S(=O)(=O)c1ccc(C)cc1,-3,4,-9,-5,/,-0.4,-6,-8
COCC(=O)NCc1ccc2c(c1)OCO2,-6,3,/,-1,/,/,-2,/
COc1ccccc1CN1C[C@@H](C)[C@@H](OC)CN(C)C(=O)c2ccc(NC(C)=O)cc2OC[C@H]1C,-2,1,12,2,4,0.1,7[16.7 µM],3
CCCC(=O)N1CC(=O)Nc2ccc(F)cc2C1c1ccccc1 (stereo not drawn),5,5,-3,-2,2,0.0,-8,-1
COc1cc2sc3cc(NCC[C@@H]4CCCN4C)ccc3c(=O)c2cc1OC,76*,-1,3,1,-15,/,-4,3
COc1cc(C2NC(=O)CCC2[N+](=O)[O-])c(OC)cc1Br (stereo not drawn),2,0,-4,-5,1,0.3,-5,30
COc1ccnc(Oc2ccccc2)c1C(N)=O,-7,-3,-6,1,6,/,-7,4
C[C@@H]1CCCCO[C@H](CN(C)Cc2ccc(Cl)c(Cl)c2)[C@@H](C)CN([C@@H](C)CO)C(=O)c2cc(NC(=O)c3ccccc3)ccc2O1,-3,0,-3,-2,-2,-0.3,-18[16.7 µM],-6
Cc1ccc(S(=O)(=O)Nc2ccc3c(c2)C(=O)N([C@H](C)CO)C[C@H](C)[C@@H](CN(C)Cc2ccc4c(c2)OCO4)OCCCC[C@H](C)O3)cc1,5,2,4,44,-1,-0.1,3[16.7 µM],/
Cc1ccc(C(=O)Nc2ccncc2)cc1S(=O)(=O)N1CCOCC1,-3,6,-3,-4,-1,0.0,2,2
COc1cc(NC(=O)c2ccno2)cc(C(=O)Nc2cccc(C(F)(F)F)c2)c1,-1,-1,-23,1,4,/,5,/
C[C@@H]1CN([C@@H](C)CO)C(=O)c2cc(NC(=O)CCN3CCOCC3)ccc2O[C@@H]1CN(C)S(=O)(=O)c1ccccc1,5,-10,-7,-1,-15,0.7,7[16.7 µM],12
O=C(COC(=O)CN1C(=O)c2ccccc2C1=O)Nc1ccccc1C(F)(F)F,-11,0,0,1,3,-0.2,-4,2
Nc1ncnc2c1ncn2[C@@H]1O[C@H](C(=O)Nc2ccc(Oc3ccccc3)nc2)[C@@H](O)[C@H]1O,8,-1,-1,2,4,/,6,-6
Nn1c(Nc2ccccc2)nc2ccccc2c1=O,-4,-125,/,-6,/,/,-2,-12
Cc1noc(C)c1S(=O)(=O)Nc1ccc2c(c1)C(=O)N([C@@H](C)CO)C[C@@H](C)[C@@H](CN(C)C(=O)c1ccccc1)OCCCC[C@@H](C)O2,3,5,-14,-7,2,-0.2,-2[16.7 µM],-2
C[C@@H]1CN([C@@H](C)CO)C(=O)c2ccccc2-c2ccccc2CO[C@H]1CN(C)C(=O)[C@H](Cc1ccccc1)N(C)C,6,0,5,0,0,0.2,/,1
CN(C)C(=O)c1ccc(NC(=O)c2cccc(S(=O)(=O)N3CCCCCC3)c2)cc1,-3,0,-10,0,2,/,52,-10
O=[N+]([O-])c1cccc(/C=N\N2CCN(Cc3ccccc3Cl)CC2)c1,4,2,-3,-1,-1,/,0,1
CN(C)CC#Cc1ccc([C@@H]2[C@H]3CN(C(=O)c4ccc(F)cc4)CC(=O)N3[C@H]2CO)cc1,/,/,-6,/,-3,-0.2,/,-2
Nn1c(SCc2cccc(F)c2)nnc1-c1cccnc1,/,/,2,/,7,5.4,/,7
Clc1ccc(OCc2nc(-c3ccncc3)no2)c(Br)c1,-4,3,-49,-2,/,0.1,-1,-2
CCOC(=O)c1c(NC(=S)Nc2ccccc2)sc2c1CCN(C)C2,39,-6,/,6,/,/,3,-2
C[C@@]12C(C[C@H](O)[C@@]34C[C@@H](CCC13)[C@@H](CO)C4=O)[C@](C)(C(=O)O)CC[C@@H]2O (stereo partly drawn),13,-4,-14,0,/,3.5,0,-7
CCC/C(O)=C1\C(=O)CCCC1=NCCc1c(C)[nH]c2ccc(OC)cc12,-1,-4,-1,1,9,/,2,-6
CCCNC(=O)N[C@H]1C=C[C@@H](CC(=O)N2CCN(C)CC2)O[C@@H]1CO,-13,-1,-1,-1,3,0.1,/,5
Cc1ccccc1-c1ccc2c(c1)O[C@H](CN(C)C(=O)C1CC1)[C@@H](C)CN([C@H](C)CO)S2(=O)=O,4,7,3,0,0,-0.2,/,-6
C/C=C/c1ccc([C@@H]2[C@@H](CO)N(CC3CCCC3)C23CN(S(=O)(=O)CC)C3)cc1,/,/,-35,/,-1,0.8,/,-11
CCCNc1ncnc2sc(C)c(C)c12,-6,3,/,2,/,/,122*,-21
O=C(NCCOc1ccccc1)c1ccccc1NC(=O)C1CCCO1 (stereo not drawn),2,/,-15,-4,-1,2.0,-8,-1
COc1cccc(NC(=S)NNC(=O)Cn2nc([N+](=O)[O-])cc2C)c1,/,/,-12,/,-3,0.8,1,-4
O=C(COc1ccccc1)N(Cc1ccccc1)c1nc(-c2ccccc2)cs1,3,1,/,3,/,/,-6,/
CCCNC(=O)N[C@@H]1C=C[C@@H](CC(=O)NC2CCCCC2)O[C@@H]1CO,2,6,-1,-4,-1,0.7,/,2
COc1ccc(OC(F)(F)F)cc1CC1(C)C(=O)Nc2ccc(S(=O)(=O)NC3CCCCC3)cc21 (stereo not drawn),3,5,-23,-1,3,-0.4,52,-38
Cc1ccc(CCN2CC(C(=O)NC3CCC(C)CC3)CC2=O)cc1 (stereo not drawn),-1,-3,-13,2,-1,0.6,-6,-2
CCc1ccc(C2=NN(CCC(=O)NC3CCCCCC3)C(=O)CC2)cc1,4,-3,-31,0,1,1.4,-2,-26
O=C(c1cc2ccccc2o1)N1CCN(c2ccccc2Cl)CC1,4,3,/,9,/,/,5,-6

# New compounds follow:
SMILES,RAD54 inh,PglD DTNB,RAD52 inh,Cneo AK release,ERAP1 HTS inh,E-sel inducer,miR-122 sensor,PGC1a acetyl inh
CCN(CC)S(=O)(=O)c1ccc2c(c1)nc(SCC(N)=O)n2-c1ccc(OC)cc1,-3,2,/,-2,/,/,6,0
COc1cc(CCC(=O)N2CCN(S(=O)(=O)c3ccc(C)cc3)CC2)cc(OC)c1OC,1,-2,-11,2,-1,-0.5,/,/
CCOc1ccc(C(C(=O)NC2CCCC2)N(CCOC)C(=O)CNC(=O)c2ccco2)cc1 (stereo not drawn),6,5,-5,-1,-1,-0.1,/,/
C=C(C)CSc1nnc(CCCCCNC(=O)OC(C)(C)C)o1,-16,-4,-7,3,1,-0.1,0,0

# Whole records as entered above:
# `CCN(CC)S(=O)(=O)c1ccc2c(c1)nc(SCC(N)=O)n2-c1ccc(OC)cc1` is listed as RAD54 inh: -3; PglD DTNB: 2; RAD52 inh: /; Cneo AK release: -2; ERAP1 HTS inh: /; E-sel inducer: /; miR-122 sensor: 6; PGC1a acetyl inh: 0
# `C=C(C)CSc1nnc(CCCCCNC(=O)OC(C)(C)C)o1` is listed as RAD54 inh: -16; PglD DTNB: -4; RAD52 inh: -7; Cneo AK release: 3; ERAP1 HTS inh: 1; E-sel inducer: -0.1; miR-122 sensor: 0; PGC1a acetyl inh: 0

# Screening results (PubChem)
